phage Ecoli inh: E. coli growth loss with phage present. growth absorbance. AID 651602. inhibition, % at 11.9 µM. hit rate 0.26% among 360,000; in the data active = inhibition above about 11%
PKA-R1A activ: activates the PKA-R1A holoenzyme complex; P00514+P68181; PKA-R1A dissociation, Cy5-IP20 fluorescence polarization; scaled: DMSO 0%, 113 µM cGMP 100%; hit rate 0.083% among 340,000; activation, % at 11.4 µM;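 active = percent activation above the mean of all tested compounds plus 3 SD, cut at about 19% in these data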;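 also: higher means more PKAc released from R1A so a rise in polarization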
MOR-DOR inv ag: mu-delta opioid heterodimer inverse agonism; P35372+P41143; cell-based MOR-DOR heterodimer luminescence; inhibition, % at 9.3 µM; hit rate 0.21% among 340,000; AID 504357; in the data active = inhibition above about 22%, passing the limit was not always enough;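 also: 0% = cells with DMSO and 100% = wells without cells with DMSO; values of inactives mirror those of a sister screen read the other way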
HTR5A inv ag: counter-screen for OPRM1-OPRD1 inverse agonists: human HTR5A inverse agonism; P47898; HTR5A cell line, luminescence; inhibition, % at 9.3 µM; hit rate 0.083% among 340,000; AID 504634; in the data active = inhibition mostly above about 23%, no sharp cut-off; inactive = mostly below about 18%;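 also: 0% = cells with DMSO and 100% = no-cell wells with DMSO; some compounds called inactive have numbers as strong as hits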
Pemphigus Ab inh: blocks pemphigus antibody binding to human desmoglein-3 | binding (percent of control), % at 10 µM | AID 588358 | hit rate 0.48% among 310,000 | DSG3-coupled beads, scFv-anti-DSG3-GFP binding, flow cytometry; hits give low values;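 active = binding more than 3 SD below its plate's average and above zero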;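 also: hits lower antibody fragment binding to DSG3; some compounds called inactive have numbers as strong as hits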
Target sequence (P32926 whole entry, looked up, the tested form may be a part): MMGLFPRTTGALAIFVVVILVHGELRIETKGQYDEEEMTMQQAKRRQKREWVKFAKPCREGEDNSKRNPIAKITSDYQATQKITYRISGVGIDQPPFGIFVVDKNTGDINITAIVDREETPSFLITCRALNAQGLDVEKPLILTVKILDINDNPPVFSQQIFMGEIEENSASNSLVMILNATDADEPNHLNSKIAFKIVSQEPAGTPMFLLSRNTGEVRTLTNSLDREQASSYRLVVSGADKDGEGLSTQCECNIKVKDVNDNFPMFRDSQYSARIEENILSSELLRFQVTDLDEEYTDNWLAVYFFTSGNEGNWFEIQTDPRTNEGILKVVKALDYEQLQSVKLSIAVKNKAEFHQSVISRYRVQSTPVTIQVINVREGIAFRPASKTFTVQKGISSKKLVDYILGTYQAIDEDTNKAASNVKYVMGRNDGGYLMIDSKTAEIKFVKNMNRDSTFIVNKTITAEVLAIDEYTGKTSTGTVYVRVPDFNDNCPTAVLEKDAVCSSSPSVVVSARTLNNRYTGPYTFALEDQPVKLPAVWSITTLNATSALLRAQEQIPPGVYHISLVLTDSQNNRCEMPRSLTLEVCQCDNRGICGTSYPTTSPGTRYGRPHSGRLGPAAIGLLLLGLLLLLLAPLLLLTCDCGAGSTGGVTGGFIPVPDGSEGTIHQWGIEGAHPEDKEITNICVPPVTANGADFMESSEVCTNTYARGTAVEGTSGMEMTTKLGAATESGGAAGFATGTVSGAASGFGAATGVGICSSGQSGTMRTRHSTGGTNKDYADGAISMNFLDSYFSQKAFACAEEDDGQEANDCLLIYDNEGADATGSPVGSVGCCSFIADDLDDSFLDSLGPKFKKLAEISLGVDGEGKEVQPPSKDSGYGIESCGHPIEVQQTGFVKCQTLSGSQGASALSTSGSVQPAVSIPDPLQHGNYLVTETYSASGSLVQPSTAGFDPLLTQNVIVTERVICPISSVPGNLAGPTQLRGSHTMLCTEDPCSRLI
SUMO Mot1 rescue: blocks SUMOylation pathway, rescuing yeast Mot1-301 growth | S. cerevisiae Mot1-301 growth rescue, ATP luminescence, 38.5C; percent above DMSO median, 100 means doubled | AID 2716 | hit rate 1% among 320,000 | growth rescue, % at 18.8 µM;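 active = every valid replicate shows activation above 250% relative to neutral control wells; inactive = the rest, any valid replicate at or below 250%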;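 also: OY570 slx delta 5 strain wells were the positive control but not used for scaling; some compounds called inactive have numbers as strong as hits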
PfHsp90 set2: growth inhibition of yeast expressing Plasmodium Hsp90 | hit rate 0.32% among 310,000 | inhibition, % at 9.4 µM | S. cerevisiae expressing PfHsp90, BacTiter-Glo ATP, 48 h; yeast lacking PDR1 and PDR3 efflux regulators;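 active = every replicate shows inhibition above about 80%, whatever the replicate mean, limit read from the data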;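 also: 0% = DMSO neutral controls and 100% = 20 µM radicicol positive controls; yeast relying on Plasmodium falciparum Hsp90 in place of its own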
HTR5A ag ctr: activates human HTR5A in OPRM1-OPRD1 agonist counter-screen; P47898; HTR5A agonist assay, luminescence, cell-based; activation, % at 9.3 µM; hit rate 0.61% among 340,000; in the data active = activation mostly above about 9.5%, no sharp cut-off; inactive = mostly below about 7.6%;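 also: 0% = cells with vehicle only and 100% = reference agonist; strong numbers were not always called active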
E coli growth: reduces bacterial viability in AddAB counter-screen. E. coli V3065 growth, OD600 absorbance, 18 h. hit rate 0.27% among 330,000. inhibition, % at 11.9 µM;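 active = inhibition above the campaign's mean inhibition across all tested compounds plus 3 SD, cut at about 9.9% in these data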;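 also: uninfected addAB+ strain grown without phage in ampicillin broth; 0% = DMSO wells and 100% = ciprofloxacin 0.95 µg/ml wells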
AddAB inh: less growth of phage-infected E. coli with AddAB; E. coli expressing H. pylori AddAB, absorbance growth; inhibition, % at 11.9 µM; hit rate 0.29% among 330,000; in the data active = inhibition above about 12%;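 also: 0% = vehicle wells of infected cells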
MOR-DOR ag: agonists of human mu-delta opioid receptor heterodimerization. cells, OPRM1-OPRD1 heterodimerization, luminescence. P35372+P41143. activation, % at 9.3 µM. hit rate 0.3% among 340,000; in the data active = activation above about 18%;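 also: 0% = vehicle-treated cells and 100% = reference agonist; values of inactives mirror those of a sister screen read the other way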
Starred values were filed as active, the others as inactive; . = not tested or not shown.

SMILES	phage Ecoli inh	PKA-R1A activ	MOR-DOR inv ag	HTR5A inv ag	Pemphigus Ab inh	SUMO Mot1 rescue	PfHsp90 set2	HTR5A ag ctr	E coli growth	AddAB inh	MOR-DOR ag
CSc1nc2c(cc1C#N)CCCCC2	1.3	-4.3	1.1	22.1	100.4	7.5	-7.7	4.3	1.0	-1.0	-0.2
COc1ccc(S(=O)(=O)N(C)C)cc1NCC(=O)Nc1cccc(C#N)c1	2.7	-1.7	8.8	-15.1	104.9	8.2	3.2	2.4	0.6	2.1	-1.8
COc1ccc(C)cc1Nc1nc(N)c2ccccc2n1	2.4	7.4	-4.0	2.6	118.9	-7.1	-3.4	-0.7	5.2	5.1	0.8
Cc1ccc(SCc2nc3ncccn3c2Br)cc1	3.9	.	.	.	89.8	-10.5	1.8	.	1.5	2.1	.
COc1cc(C(C)=O)ccc1COc1ccc(C(=O)OCC(=O)NC2CCS(=O)(=O)C2)cc1OC (centres undefined)	2.3	1.2	-4.5	-2.1	102.8	10.4	-8.0	0.6	1.9	1.1	0.9
N/C(=N\OC(=O)c1ccc2c(c1)OCO2)c1cccc(Br)c1	-0.1	-13.1	-23.8	6.7	116.9	4.8	.	-2.4	-0.9	-2.9	4.9
O=c1cc(CN2CCN(c3ccccc3)CC2)c2cc(O)c(-c3ccccc3)cc2o1	1.7	8.3	4.3	2.8	104.8	10.2	-15.7	-0.9	-0.3	1.8	-0.7
CCn1c(=O)c(C(=O)Nc2ccccc2C)c(O)c2ccccc21	3.1	-2.1	1.6	3.8	101.2	2.1	4.7	4.0	0.7	1.8	-0.3
COc1ccc(C2CC(=O)N(c3ccccc3)C3=C2C(=O)CCC3)cc1 (centres undefined)	1.1	.	.	.	103.7	6.8	.	.	-4.3	0.8	.
C=CCNCCCCOc1ccccc1-c1ccccc1	2.0	-12.1	-13.0	-4.6	126.9	13.9	31.3	6.8	0.0	4.6	2.4
c1ccc2c(c1)nc(N1CCOCC1)c1c3ccccc3[nH]c21	2.9	-8.5	-11.6	1.0	99.5	11.2	-10.0	-2.8	1.3	3.8	2.1
CC12CC(NC(=O)N1Cc1ccccc1)c1ccccc1O2 (centres undefined)	1.6	3.1	10.7	-1.6	98.9	-13.3	23.5	-1.5	-0.5	-0.3	-2.2
Cn1c(=O)c2c(nc(Br)n2CCSc2ncccn2)n(C)c1=O	1.2	3.4	13.9	0.7	104.4	-2.1	-17.9	-9.5	2.3	-0.2	-2.4
Cn1cccc1C(=O)NNC(=O)COc1ccccc1Cl	1.9	5.4	10.2	5.7	117.3	2.3	-5.5	-2.0	-1.9	-2.2	-2.5
Cc1ccc(OCC(=O)NCc2ccco2)cc1C	1.3	-3.6	11.2	-18.9	99.4	-8.0	8.7	-1.2	-0.6	0.7	-2.1
COc1ccc(-c2nc3c(c4nnc(SC(C)C(=O)Nc5ccccc5)n24)COC(C)(C)C3)cc1 (centres undefined)	2.5	1.7	0.3	-23.9	92.0	2.7	-7.4	0.5	-1.2	0.0	-0.1
CCN(CC(=O)Nc1c(F)cccc1F)C(=O)c1cc(S(=O)(=O)NCc2ccccc2)ccc1C	2.9	-6.5	-6.6	-1.5	104.3	8.6	12.2	7.5	2.9	1.4	1.0
CN1CCN(c2nc(-c3cccs3)cs2)CC1	3.2	-5.5	6.2	-0.6	96.1	-2.1	-13.8	3.0	-0.7	-0.3	-1.3
CCOC(=O)c1c(NC(=O)CSc2ncnc3[nH]ncc23)sc2c1CCC(C)C2 (centres undefined)	2.1	-12.0	-8.8	-39.0	101.2	.	2.0	-2.0	-2.0	-3.3	1.6
Cc1nc(Nc2ccc3c(c2)OCCO3)c2nnn(Cc3ccccc3Cl)c2n1	0.9	-7.7	-17.0	-46.4	105.8	8.2	23.6	4.0	0.2	1.7	3.4
CCOC(=O)N1CCC(N2Cc3cccc(C(=O)NCC4CCN(CC(C)C)C4)c3C2=O)CC1 (centres undefined)	2.0	6.4	3.1	-1.6	109.5	-2.4	-15.9	4.9	-0.3	-0.8	-0.6
O=C(CN1CCCCCC1)NCC1CCCO1 (centres undefined)	-0.9	-5.6	12.2	-8.0	97.9	12.2	9.5	2.8	-0.6	0.9	-2.4
CCc1cccc2c(C(=O)C(NC(C)CC)c3ccccc3)c[nH]c12 (centres undefined)	0.6	7.6	6.2	-13.0	108.7	-22.9	19.3	-1.2	1.4	3.5	-1.2
CN1C(=O)C(C)(C)c2cc(S(=O)(=O)N(C)Cc3ccccc3)ccc21	3.1	-15.3	13.2	-6.4	101.6	234.4	-6.4	2.1	-0.4	-0.5	-2.2
Cc1nc(C)c(-c2csc(Nc3cccnc3)n2)s1	4.1	-1.4	-3.0	-9.9	99.4	-5.6	8.6	-2.1	-1.2	1.6	0.5

New compounds follow
SMILES	phage Ecoli inh	PKA-R1A activ	MOR-DOR inv ag	HTR5A inv ag	Pemphigus Ab inh	SUMO Mot1 rescue	PfHsp90 set2	HTR5A ag ctr	E coli growth	AddAB inh	MOR-DOR ag
CC1=NN(C(=O)c2c(Br)c(C)nn2C)C(O)(C(F)(F)F)C1 (centres undefined)	0.2	1.0	-3.4	10.3	96.6	-13.2	-2.1	2.2	2.1	6.5	0.6
COc1ccc(OC)c(NC(=S)NCC(c2cccnc2)N2CCOCC2)c1 (centres undefined)	3.4	-5.4	7.2	6.5	100.6	-3.6	20.5	-2.4	1.1	-1.8	-1.0
CC(=O)NC1CC2CCC(C1)N2Cc1ccc(C)cc1 (centres undefined)	2.3	3.2	9.0	-12.7	110.0	18.4	-7.6	3.5	0.7	1.1	-1.6
Cc1ccc(CCc2nnc(SCC(=O)Nc3cccc(Cl)c3)n2-c2ccccc2)o1	3.2	6.1	-57.3	-1.2	99.8	-5.7	-30.6	0.4	0.5	0.5	9.5
O=C(CN1C(=O)NC2(CCCC2)C1=O)N1CCN(S(=O)(=O)c2cccc(F)c2)CC1	2.6	-6.5	18.2	14.5	100.7	-8.7	-30.5	0.2	0.6	0.9	-3.3
O=S(=O)(CC(O)(c1ccccc1)c1ccccc1)CC(O)(c1ccccc1)c1ccccc1	0.8	8.6	-27.8	0.7	92.9	.	-11.0	-0.2	.	.	6.4
O=C(NC(=S)NNC(=O)c1ccc(Cl)cc1Cl)c1cccnc1	-3.9	1.0	12.8	3.9	95.0	.	4.4	0.7	-0.9	-0.8	-2.4
NC(=O)C1CC12c1ccccc1-c1ccccc12 (centres undefined)	-3.0	-4.6	16.9	-27.8	91.5	5.5	-0.9	7.1	-1.7	1.6	-3.1
COc1ccc(Nc2nc(CC(C)=O)ns2)cc1OC	1.2	-4.0	4.3	-22.2	105.9	-16.1	-0.1	-0.2	0.7	-3.0	-0.8
CCc1cc(CNC(=O)CC2C(=O)NCCN2Cc2ccccc2C(F)(F)F)on1 (centres undefined)	1.1	0.6	3.0	-10.6	98.7	460.6	-70.9	-4.4	1.5	5.0	-0.6
COc1ccc(C(=O)N/N=C/c2ccc3cccc(O)c3n2)cc1	3.1	0.9	17.4	14.6	87.0	19.0	14.1	-5.9	-2.1	1.2	-2.7
O=C(CN1C(=O)NC2(CCc3ccccc32)C1=O)Nc1ccccc1C(F)(F)F (centres undefined)	1.9	5.7	11.1	-11.1	108.8	5.6	2.4	4.5	3.7	2.7	-2.9
O=C(COC(=O)c1ccc(Cl)nc1)NCCc1ccc(F)cc1	5.0	-0.7	10.0	16.2	102.2	15.9	0.8	-2.5	-0.3	0.2	-2.6
CC12CCC(C/C1=N\OC(=O)c1c(F)cccc1F)C2(C)C (centres undefined)	0.1	2.4	-4.3	-2.0	107.9	3.9	-4.0	-1.7	0.2	0.3	0.9
CCOC(=O)C1C(c2ccc(O)c(OCC)c2)NC(=S)NC1(O)C(F)(F)F (centres undefined)	2.2	5.5	5.5	-18.2	90.6	-16.7	-7.1	-2.9	-0.4	1.2	-1.0
CSc1nc(-c2ccccc2)[nH]c(=S)c1C(C)=O	-2.2	2.6	16.2	8.6	108.7	.	-30.6	-2.5	-1.0	-1.5	-2.9
Cc1cc(C)n(CC(O)Cn2c3ccccc3c3ccccc32)n1 (centres undefined)	1.3	-10.0	-21.5	-9.3	115.8	-6.3	-5.5	1.3	0.6	-0.5	3.8
Cc1cc2oc3ccc(NCCCN4CCOCC4)cc3c(=O)c2cc1C	-0.1	-2.2	0.7	-22.7	113.7	11.8	9.4	8.4	0.4	4.7	-0.1
CC(C)NC(=O)CN1CCN(C(=O)CCl)CC1	3.0	-6.7	17.8	-19.5	102.6	.	2.6	0.6	-0.1	-0.7	-3.6
Cc1ccccc1OCC(=O)NCCC1=CCCCC1	-1.8	13.4	-47.7	-7.3	.	-9.9	-28.7	1.6	0.5	4.6	9.3
Cc1n[nH]c(=S)n(/N=C/c2ccccn2)c1=O	2.2	-10.1	2.4	-7.5	98.8	0.0	-10.7	2.7	-1.1	4.4	-0.4
COC(=O)c1ccc(CN2CCc3ccc(NC(=O)c4ccncc4)cc3C2)cc1	1.5	1.9	-2.3	1.5	111.0	-6.4	3.4	5.5	2.0	2.0	0.4
CCOC(=O)N1CCC(N2Cc3cccc(C(=O)N4CCN(C5CCCCC5)CC4)c3C2=O)CC1	2.9	-7.2	3.7	-13.6	110.5	15.7	27.6	2.5	-0.3	2.5	-0.7
Cc1cc(NC(=O)c2cc(S(=O)(=O)N3CCCCC3)ccc2C)n(-c2ccccn2)n1	0.5	-4.6	-3.2	17.8	113.9	11.6	-3.9	-3.2	-2.4	2.9	0.7
CCC(c1nnc(SCC(=O)N(C)c2ccccc2)n1Cc1ccccc1)N(C)C (centres undefined)	0.0	-3.6	14.7	18.0	92.0	-16.3	10.4	2.0	-0.4	0.1	-2.8
O=C(NCCc1ccccc1)c1ccccc1Cl	-3.8	-7.0	20.1	-12.8	103.7	-13.1	7.6	3.5	0.4	1.7	-4.3
COc1ccc(CN(C#N)c2nc(SC)nc(N(C)C)n2)cc1	2.4	-9.2	13.3	-10.0	104.7	1.4	-4.6	3.9	-0.9	0.1	-2.7
Cc1cc(C(=O)Nc2ccccc2[N+](=O)[O-])cs1	2.5	-0.8	-2.7	-26.3	104.8	12.0	5.8	10.3	1.3	2.8	0.7
Cc1cc2nnc(SCC(=O)N3CCCCCC3)n2c(N)n1	3.3	2.3	8.1	1.2	101.0	-17.3	0.9	-0.5	2.0	3.9	-1.1
CC(=O)NCC(=O)N(Cc1ccco1)C1(C(=O)NC2CCCC2)CCCCC1	0.8	-4.7	2.6	11.5	.	11.2	-23.3	-4.1	-1.8	-0.8	-0.6

Part of the list above in another layout:
compound | phage Ecoli inh | PKA-R1A activ | MOR-DOR inv ag | HTR5A inv ag | Pemphigus Ab inh | SUMO Mot1 rescue | PfHsp90 set2 | HTR5A ag ctr | E coli growth | AddAB inh | MOR-DOR ag
Cc1cc(C)n(CC(O)Cn2c3ccccc3c3ccccc32)n1 (centres undefined) | 1.3 | -10.0 | -21.5 | -9.3 | 115.8 | -6.3 | -5.5 | 1.3 | 0.6 | -0.5 | 3.8
Cc1cc2oc3ccc(NCCCN4CCOCC4)cc3c(=O)c2cc1C | -0.1 | -2.2 | 0.7 | -22.7 | 113.7 | 11.8 | 9.4 | 8.4 | 0.4 | 4.7 | -0.1
CC(C)NC(=O)CN1CCN(C(=O)CCl)CC1 | 3.0 | -6.7 | 17.8 | -19.5 | 102.6 | . | 2.6 | 0.6 | -0.1 | -0.7 | -3.6

Compound activity deposited in PubChem BioAssay by several laboratories.
